Mcl1 Bid PPI – Mcl-1/Bid interaction inhibition; inhibition, % at 21.7 µM; 0.97% of 220,000 active; Q07820; TR-FRET Mcl-1/Bid-Dy647 peptide binding, 1536-well;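 active = compounds that cut the binding signal by more than half at the single screening dose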;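 note: His-tagged Mcl-1 with europium anti-His antibody binding Bid BH3 peptide; 0% = Mcl-1 plus peptide wells and 100% = peptide-only wells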
Bcl-W Bim block – human Bim-Bcl-W interaction inhibition. 0.02% of 190,000 active. inhibition, % at 10 µM. Q92843. bead-based flow cytometry, Bim peptide-Bcl-W binding;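 note: 0% = bound tracer without compound and 100% = peptide blocker; higher means less fluorescent Bim peptide bound to Bcl-W beads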
RGS4-Gao reg – human RGS4-Galphao interaction regulation | Multiplexed bead flow cytometry, RGS4-Galphao binding; actives lie on both sides | 0.33% of 220,000 active | P09471 | binding response (% of control), % at 10 µM | AID 1415; in the data active = binding response below about 49% or above about 150%; inactive = in between;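 note: fluorescent Galphao activated with aluminum fluoride binding bead-coupled RGS4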
Target sequence (P09471 whole entry, looked up): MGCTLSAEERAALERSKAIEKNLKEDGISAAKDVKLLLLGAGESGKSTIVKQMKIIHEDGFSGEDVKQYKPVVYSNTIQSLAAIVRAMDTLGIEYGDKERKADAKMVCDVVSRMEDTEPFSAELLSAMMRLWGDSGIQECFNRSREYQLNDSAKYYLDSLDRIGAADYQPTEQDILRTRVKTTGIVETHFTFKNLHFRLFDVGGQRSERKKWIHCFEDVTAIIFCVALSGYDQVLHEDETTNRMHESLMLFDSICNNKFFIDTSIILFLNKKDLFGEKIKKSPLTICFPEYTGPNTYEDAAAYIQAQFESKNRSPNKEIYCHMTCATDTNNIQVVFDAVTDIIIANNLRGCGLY
Bim-Bcl-XL – inhibitors of Bim-Bcl-XL interaction, human. Q07817. 0.04% of 190,000 active. inhibition, % at 10 µM. AID 1007. Bim peptide-Bcl-XL binding, bead flow cytometry, fluorescence
Target sequence (Q07817 whole entry, looked up): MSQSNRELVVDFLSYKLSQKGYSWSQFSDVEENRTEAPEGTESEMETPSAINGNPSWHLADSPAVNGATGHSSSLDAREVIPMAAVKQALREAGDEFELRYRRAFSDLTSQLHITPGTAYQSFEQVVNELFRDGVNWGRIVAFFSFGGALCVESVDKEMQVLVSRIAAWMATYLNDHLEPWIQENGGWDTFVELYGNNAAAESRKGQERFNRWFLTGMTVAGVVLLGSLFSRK
Bcl-2 Bim block – human Bim-Bcl-2 interaction inhibition; inhibition, % at 10 µM; Bead-based flow cytometry, Bim peptide-Bcl-2 binding; 0.06% of 190,000 active; AID 950; in the data active = inhibition above about 40%; inconclusive = no clear call, values can overlap the other calls;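 note: 0% = no compound wells with probe peptide and 100% = reference peptide inhibitor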
Target sequence (P10415 whole entry, looked up): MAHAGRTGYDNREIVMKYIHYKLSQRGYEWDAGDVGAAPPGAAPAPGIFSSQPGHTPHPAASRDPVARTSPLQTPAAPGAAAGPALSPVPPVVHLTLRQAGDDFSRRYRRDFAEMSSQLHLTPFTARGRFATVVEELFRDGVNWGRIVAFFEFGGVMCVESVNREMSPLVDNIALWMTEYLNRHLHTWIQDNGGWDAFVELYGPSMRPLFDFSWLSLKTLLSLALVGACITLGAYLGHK
RGS7-Gao reg – regulators of human RGS7-Galphao interaction | AID 1439 | 0.35% of 220,000 active | binding response (% of control), % at 10 µM | Multiplexed bead flow cytometry, RGS7-Galphao binding; actives lie on both sides | P09471; in the data active = binding response below about 49% or above about 150%; inconclusive = no clear call, values can overlap the other calls; inactive = in between;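 note: fluorescent Galphao held in activated GDP-AlF4 state binding bead-coupled RGS7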
RGS8-Gao – modulates binding of RGS8 to human Galphao; multiplexed bead flow cytometry; actives lie on both sides; 0.34% of 220,000 active; P09471; AID 1423; response (percent of control binding), % at 10 µM; in the data active = response below about 60% or above about 140%; inactive = in between;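 note: Galphao activated as the GDP aluminium fluoride complex binding bead-coupled RGS8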
GSH fluor – GSH bead compound fluorescence profile; GSH beads flow cytometry, compound fluorescence 488/530 nm; hits give high values; fluorescence (KMESF) at 10 µM; 0.25% of 190,000 active; in the data active = fluorescence above about 89;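 note: glutathione beads carrying GST-tagged Bcl family fusion proteins plus one bare bead set; values are compound well signal with DMSO vehicle wells as background; inactives centre near 16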
Bcl-B Bim block – inhibitors of Bim-Bcl-B interaction, human | Q9HD36 | AID 951 | bead-based flow cytometry, Bim peptide-Bcl-B binding | inhibition, % at 10 µM | 0.073% of 190,000 active;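 note: 0% = tracer peptide without compound and 100% = reference inhibitor peptide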
Target sequence (Q9HD36 whole entry, looked up): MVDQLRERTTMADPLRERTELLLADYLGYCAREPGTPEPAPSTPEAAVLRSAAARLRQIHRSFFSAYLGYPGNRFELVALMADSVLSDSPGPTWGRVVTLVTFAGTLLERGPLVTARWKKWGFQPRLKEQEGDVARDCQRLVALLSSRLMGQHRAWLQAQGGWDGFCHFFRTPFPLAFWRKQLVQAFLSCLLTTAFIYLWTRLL
Bim-Bfl-1 – inhibitors of Bim-Bfl-1 interaction, human; Q16548; Bead-based flow cytometry, Bim-Bfl-1 binding inhibition; inhibition, % at 10 µM; 0.12% of 190,000 active; AID 1008;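 note: 0% = wells without compound plus tracer and 100% = blocker peptide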
Mcl-1 Bim block – inhibitors of Bim-Mcl-1 interaction, human; inhibition, % at 10 µM; 0.1% of 190,000 active; Q07820; AID 1009; Bead-based flow cytometry, Bim peptide-Mcl-1 binding;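 note: 0% = no compound tracer wells and 100% = peptide blocker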
Starred values were filed as active, the others as inactive; ? = inconclusive. Cut-off read from the data, not from the text of the source, unless noted: active = inhibition above about 40%.

SMILES	Mcl1 Bid PPI	Bcl-W Bim block	RGS4-Gao reg	Bim-Bcl-XL	Bcl-2 Bim block	RGS7-Gao reg	RGS8-Gao	GSH fluor	Bcl-B Bim block	Bim-Bfl-1	Mcl-1 Bim block
CCOC(=O)C1CCCN(C(=O)COC(=O)c2cc(=O)c3ccccc3o2)C1 (stereo not drawn)	-38	0	105	0	-1	107	104	68	-1	-4	-1
Cc1cc(C)c(S(=O)(=O)c2ccccc2)c(OC(=O)c2c(F)cccc2Cl)n1	-4	-4	106	0	-4	105	102	30	-5	-4	-3
CCN(CC)c1ccc(/C=N/NC(=O)c2cccc(S(=O)(=O)N3CCOCC3)c2)cc1	-50	-2	97	0	-1	100	95	5	-3	-1	-4
NS(=O)(=O)c1ccc(CCNC(=O)CN2CCN(c3cccc(Cl)c3)CC2)cc1	-36	-1	100	0	-2	98	99	8	-1	0	-1
CS(=O)(=O)c1ccc2nc(NC(=O)Cc3ccccc3)sc2c1	6	0	111	0	-1	112	111	19	0	3	-6
CCN(CC)c1nc(-c2nn[nH]n2)nc(N(CC)CC)n1	-12	0	104	-5	3	101	95	24	0	2	7
COc1ccc2nc(NC(=O)CNS(=O)(=O)c3cccs3)sc2c1	2	1	83	-14	-7	98	95	36	-10	-11	-1
O=C(NC(Cc1ccccc1)C(=O)OCC(=O)N1CCc2ccccc21)c1ccco1 (stereo not drawn)	-28	0	102	-6	-13	96	99	55	-9	-15	-6
Cc1ccc(-c2nnc(SCC(=O)NC(=O)Nc3ccc(C)cc3C)n2N)cc1	-10	-4	96	-9	-10	93	98	18	-9	-14	-2
O=C(Cc1ccc2c(c1)CCCC2)Nc1ccc2ccccc2c1	-23	0	94	-10	-4	100	97	11	-21	3	-4
CCCNC(=O)C1CCN(c2nc(C)cc(C)n2)CC1	14	-3	103	-3	0	103	103	13	-4	-2	-1
O=C1C2C(C(=O)N1/N=C/c1cc([N+](=O)[O-])ccc1O)C1C=CC2C12CC2 (stereo not drawn)	-3	-2	102	0	-2	105	111	24	-1	0	-3
Cc1ccc(-c2nn(-c3ccccc3)cc2C(=O)N2CCN(c3ccccn3)CC2)cc1	-15	0	96	0	-1	?	97	18	-3	-4	0
COc1ccc(Cl)cc1NC(=O)CCNC(=O)OCc1ccccc1	-1	-3	97	0	-5	95	93	18	0	-2	-3
Cc1c(C(O)CN2CCN(Cc3ccc4c(c3)OCO4)CC2)c2ccccc2n1C (stereo not drawn)	-34	3	110	-9	2	108	122	55	0	1	1
COc1cc(C(=O)O)ccc1O	-18	-5	103	-4	0	104	103	16	-5	0	-1
O=C1CN2NC(=S)N(c3ccccc3)C2=CN1c1ccc(Cl)cc1	-43	0	98	-3	0	?	99	19	-10	-3	0
O=C(Nc1cccn(Cc2c(Cl)cccc2Cl)c1=O)c1ccccc1Cl	-25	-1	103	-3	-2	105	106	22	-3	1	0
N#CC1(NC(=O)CN2CCc3ccccc3C2)CCCC1	-8	-3	100	-2	-2	99	101	13	-4	-3	-3
COc1ccc(CNC(=O)COC(=O)CCCOc2ccc(Cl)cc2Cl)cc1	-25	-6	100	-6	-9	100	100	16	-9	-14	1
O=C(CSc1ccc2ccccc2c1)Nc1ncccn1	-17	-4	99	-8	-8	99	100	16	-8	-12	-3
COc1ccccc1-c1c(C)nn2c(N3CCC(C(N)=O)CC3)cc(C)nc12	-22	0	104	-1	-7	107	103	22	-9	-9	0
CCOC(=O)c1c(C)[nH]c(C)c1C(=O)COC(=O)/C=C/c1cccc(F)c1	-15	-3	99	-2	-8	95	100	15	-10	-9	-1
O=C(/C=C/c1ccccc1)OCCCN=C1NS(=O)(=O)c2ccccc21	-24	0	101	-2	0	97	101	20	-4	-3	2
COc1ccc(NC(=O)c2cccnc2)c([N+](=O)[O-])c1	1	-2	96	0	0	101	96	14	1	4	-1
C=CCOc1ccc(CN(C)CC(=O)Nc2ccc3c(c2)CCC3)cc1	30	0	101	-2	0	100	100	10	-3	-3	0
CCC(=O)Nc1ccccc1-c1nnn(CC(=O)N2c3ccccc3CC2C)n1 (stereo not drawn)	-8	-1	99	-3	-5	98	101	57	-4	-3	-1
CCOCCCNC(=O)C1c2ccccc2C(=O)N2CCc3ccccc3C12 (stereo not drawn)	-6	-6	100	-11	-11	98	103	26	-6	-5	-3
COc1ccc(N2CCN(Cc3nc4c(c(=O)n(C)c(=O)n4C)n3Cc3cccc(C)c3)CC2)cc1	-35	-1	98	-9	-1	102	94	15	-7	-1	-7
CCC(=O)Nc1ccc(NC(=O)Cc2ccccc2)cn1	14	-5	100	-8	2	100	100	28	0	3	-6
COc1cc2c(C(=O)N3CCOCC3)c(CSc3ccccc3)n(C)c2cc1Br	5	6	100	1	-3	94	99	19	0	-1	3
COc1ccc(O)c(CN2CCN(CCc3ccccc3)C(CCO)C2)c1 (stereo not drawn)	-58	0	101	0	-1	104	103	27	0	-7	0
Cc1ccn(S(=O)(=O)c2ccc(C(C)(C)C)cc2)n1	0	-1	98	-1	-9	100	102	28	-10	-15	0
O=C(Nc1ccccc1)c1ccc(-c2ccccc2C(F)(F)F)o1	-3	0	104	0	1	102	102	16	0	0	0
CCOC(=O)c1nnsc1NC(C)=O	-39	4	100	-7	-5	99	99	47	-6	-8	0
COc1ccc(CC(=O)Nc2ccc(S(=O)(=O)N(C)C)cc2)cc1OC	3	1	98	-2	0	100	98	13	1	0	0
COCCCNC(=O)c1cc2c(=O)n(C)c3ccccc3c2n1C	-12	-1	86	-1	-2	88	93	16	-4	-6	0
O=C(O)C[C@@H](O)C(=O)O	22	-1	97	-1	1	97	100	21	-4	-2	-3
Cc1oc(-c2ccccc2F)nc1CN1CCC(C(=O)NC2CCCCCCC2)CC1	-9	0	100	1	-2	98	103	60	0	-7	0
CCOC(=O)c1ccc(NC(=O)CC2NCCNC2=O)cc1 (stereo not drawn)	-1	2	96	-4	-6	100	99	14	-4	-12	0
Cc1nnc(C)n1/N=C/c1ccc(C(=O)O)cc1	12	-1	110	-3	-9	103	104	26	-7	-18	0
O=C(Cn1cc2c(n1)CCCCC2)NCc1cccs1	-1	1	89	0	0	81	84	19	0	-4	-1
COc1ccccc1N=Nc1nc(-c2ccccc2)c(-c2ccccc2)[nH]1	-23	0	98	-3	-1	100	101	10	-5	3	-1
COc1cc(C(O)P(=O)(OCC(C)C)OCC(C)C)cc(OC)c1OC (stereo not drawn)	-27	-1	97	2	-1	98	94	32	0	-4	-2
COc1cc(Cl)c(C)cc1NC(=O)CSc1cc(Cl)ccc1Cl	-4	-2	101	-1	-6	106	100	13	-8	-5	-1
CC1CC(C)(C)NC(=S)N1CCC(=O)Nc1ccc2c(c1)OCCO2 (stereo not drawn)	-35	-6	95	-4	-6	?	99	17	-8	-4	-2
COc1cc(/C=N/O)cc(Br)c1OS(=O)(=O)c1ccc(C)cc1	-13	-1	94	-12	-9	96	97	45	-6	-12	-4
COC(=O)c1[nH]c2ccccc2c1NC(=O)CCN1CCSCC1	-61	0	102	0	-3	103	97	5	1	0	0
C=C(C)Cn1c(=S)[nH]c2ccccc2c1=O	-9	-1	99	-6	-7	102	102	30	-12	-17	-6
Cc1ccccc1C1CC(c2ccc(Br)cc2)Nc2nc(N)nn21 (stereo not drawn)	7	-8	101	-10	-4	101	99	14	-9	-2	-3
Cc1ccc(Oc2ncccc2/C=N/O)cc1	-1	-3	100	0	0	99	102	13	0	0	-1
CCN(CC)c1ccc(/C=N/NC(=O)C(O)c2ccccc2)cc1 (stereo not drawn)	-60	0	101	-1	-2	99	103	10	-5	-3	0
O=C(Nc1cnc2ccccc2c1)c1ccco1	-6	-3	99	-2	-8	98	102	29	-5	-10	-3
CCOC(=O)C1CCCN(c2cc(=O)n(-c3ccccc3Cl)c(=O)[nH]2)C1 (stereo not drawn)	-30	0	100	-2	-6	99	99	20	-7	-9	0
Cc1ccc(NC(=O)COc2ccc(Br)cc2C)cc1	-22	-3	102	-5	-7	105	103	10	-5	-7	-4
C#CCOCCOCCOCCNc1nc(N2CCN(C(=O)Cn3cc(CCCCN)nn3)CC2)nc(N2CCN(C(=O)[C@H](C(C)C)n3cc(CCO)nn3)CC2)n1	16	1	105	-2	3	103	102	18	0	0	0
CCOC(=O)c1sc(N2N=C(C)/C(=C\c3ccc(OCC(=O)OC)cc3)C2=O)nc1C	-22	1	104	-3	2	102	104	11	-1	-11	0
COc1ccccc1-c1n[nH]c(=S)n1Cc1ccco1	-24	-10	98	-8	-5	?	100	15	-27	-3	-6
Cc1cc(OCCOCCN(C)C)ccc1Cl	17	-5	103	-8	-4	102	108	12	-7	0	-3
Cc1ccc(S(=O)(=O)N2CCN(c3ccnc4cc(Cl)ccc34)CC2)cc1	-21	-4	100	0	-4	97	101	16	-5	-5	-2

(list continues)
SMILES	Mcl1 Bid PPI	Bcl-W Bim block	RGS4-Gao reg	Bim-Bcl-XL	Bcl-2 Bim block	RGS7-Gao reg	RGS8-Gao	GSH fluor	Bcl-B Bim block	Bim-Bfl-1	Mcl-1 Bim block
O=C(CN(c1ccccn1)S(=O)(=O)c1ccc(F)cc1)Nc1ccccc1	-13	-1	96	-3	-5	103	100	11	-3	-5	-2
c1ccn2c(SCc3ccc4c(c3)OCO4)nnc2c1	-9	2	103	-5	-8	101	103	4	-4	-11	0
CCc1ccc(/C=C2\Oc3cc(OC(=O)N4CCOCC4)ccc3C2=O)cc1	1	0	97	-1	4	99	84	4	-2	1	0
CC(NC(=O)c1ccco1)C(c1cccs1)N1CCN(c2ccccc2)CC1 (stereo not drawn)	0	1	101	0	-3	102	100	20	-4	-7	-2
COc1ccc(OC)c2c1sc(=NC(=O)c1cccc(N3C(=O)CCC3=O)c1)n2C	20	4	100	-2	-7	102	100	23	-7	-8	0
CCn1c(SCC(=O)Nc2ccc(S(N)(=O)=O)cc2)nnc1-c1ccccc1OC	-18	-1	102	-3	-1	97	101	9	-1	0	0
Clc1ccc(OCCCc2nc(-c3ccncc3)no2)c(Cl)c1	10	1	101	0	-1	98	100	18	-1	1	0
NC(=O)COC(=O)CCCSc1nc2ccccc2s1	-15	-3	103	-5	-4	101	105	24	-3	-9	-6
COc1cc2cc(CN(Cc3cccs3)C(=S)Nc3cccc(C)c3)c(=O)[nH]c2cc1OC	-18	-4	92	-2	-1	96	90	21	-2	0	0
O=C(NC(=S)Nc1ccc(CN2CCOCC2)cc1)c1cccc([N+](=O)[O-])c1	-20	-2	103	-3	-7	103	103	9	-10	-16	-3
CC1(C)CC(=O)C(C=NCCN2CCN(C3CC(=O)N(c4ccc(Cl)c(Cl)c4)C3=O)CC2)=C(O)C1 (stereo not drawn)	-30	-3	97	-2	-2	96	99	10	-3	-5	-4
Clc1ccc(OCCCN2CCCC2)cc1Cl	32	-4	99	-7	0	95	100	10	-3	-2	-2

Arranged by SMILES length (low to high): three of the compounds above.
SMILES	Mcl1 Bid PPI	Bcl-W Bim block	RGS4-Gao reg	Bim-Bcl-XL	Bcl-2 Bim block	RGS7-Gao reg	RGS8-Gao	GSH fluor	Bcl-B Bim block	Bim-Bfl-1	Mcl-1 Bim block
Clc1ccc(OCCCN2CCCC2)cc1Cl	32	-4	99	-7	0	95	100	10	-3	-2	-2
NC(=O)COC(=O)CCCSc1nc2ccccc2s1	-15	-3	103	-5	-4	101	105	24	-3	-9	-6
CCn1c(SCC(=O)Nc2ccc(S(N)(=O)=O)cc2)nnc1-c1ccccc1OC	-18	-1	102	-3	-1	97	101	9	-1	0	0
